C diff HTS = C. difficile growth inhibition; Clostridium difficile clinical isolate growth, OD600, 24 h; hits give low values; 86,000 compounds, 0.25% hits; growth activity, negative = inhibition, % at 16 µg/mL (by protocol);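 active = mean growth activity at or below -80% and every replicate also at or below -80%; inconclusive = mean at or below -80% but some replicate above -80%; inactive = mean growth activity above -80%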;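 note: 0% = DMSO wells and -100% = levofloxacin 16 µg/mL wells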
Tcruzi prolif = blocks T. cruzi growth in NIH3T3 culture; inhibition, % at 8.34 µM; 77,000 compounds, 5.9% hits; AID 624255; T. cruzi beta-gal in NIH3T3, GalScreen luminescence, 90 h;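 active = mean inhibition above about 93%, with at least 55% of replicates each passing it, limit read from the data, passing the limit was not always enough; inconclusive = only one of those two conditions holds; inactive = neither condition holds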
KDM4C inh = inhibitors of human demethylase GASC-1 KDM4C. Q9H3R0. GST-KDM4C 2-372, H3K9me3 peptide, LANCE TR-FRET. inhibition, % at 12.5 µM. 96,000 compounds, 0.15% hits. AID 720574;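 active = mean replicate inhibition above about 25%, with at least 55% of replicates also reaching it, limit read from the data, passing the limit was not always enough; inconclusive = only one of those two conditions met; inactive = neither condition met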
Target sequence (Q9H3R0 2-372 limits assumed): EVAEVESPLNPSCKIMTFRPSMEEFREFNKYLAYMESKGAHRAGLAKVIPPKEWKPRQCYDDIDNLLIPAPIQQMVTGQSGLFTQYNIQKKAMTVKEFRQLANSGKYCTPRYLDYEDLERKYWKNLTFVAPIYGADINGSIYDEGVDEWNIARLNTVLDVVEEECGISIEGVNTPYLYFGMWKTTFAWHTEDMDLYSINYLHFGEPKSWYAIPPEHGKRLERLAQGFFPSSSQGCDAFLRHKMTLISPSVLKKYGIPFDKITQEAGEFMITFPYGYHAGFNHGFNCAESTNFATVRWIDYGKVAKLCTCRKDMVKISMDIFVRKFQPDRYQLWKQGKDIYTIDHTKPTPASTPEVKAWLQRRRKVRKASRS
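material = GST-tagged GASC-1 (JMJD2C) catalytic fragment, aa 2-372 | amount = enzyme final amount 10 nM | medium = HEPES buffer, pH 7.5, plus ascorbate | also added = H3K9me3 peptide substrate, Fe(II), 2-oxoglutarate | dosing = single dose | times = 30 min demethylation and 1 h detection at room temperature | detection = LANCE TR-FRET | read-out basis = Fall in 671/618 emission ratio as inhibition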
Pf Dd2 growth = blocks growth of Plasmodium falciparum Dd2 parasites; P. falciparum Dd2 growth, SYBR Green, 72 h; hits give low values; activity change, % at 10 µM; 94,000 compounds, 2.3% hits; AID 1159554; in the data active = activity change below about -80%; inconclusive = no clear call, values can overlap the other calls
Starred values were filed as active, the others as inactive; ? = inconclusive; nt = not tested or not shown; & = joins results of further samples; ! = not active in a repeat.

Fields – C diff HTS, Tcruzi prolif, KDM4C inh, Pf Dd2 growth
- CN(C)C(=O)[C@@H]1[C@@H](CO)[C@@H]2Cn3c(ccc(-c4cncnc4)c3=O)[C@H]1N2C(=O)NC1CCCC1
→ nt, -119, 1.5, nt
- CO[C@@H]1CN(C)C(=O)c2cc(NC(=O)C3CCCC3)ccc2OC[C@@H](C)N(CCC(F)(F)F)C[C@@H]1C
→ nt, 1, 4.6, nt
- C/C=C/c1ccc([C@@H]2[C@H](CO)N[C@H]2CN(C(=O)c2ccccc2F)C(C)C)cc1
→ 3, 13, 4.7, -14
- C[C@@H]1CCCCO[C@H](CN(C)C(=O)CCC(F)(F)F)[C@@H](C)CN([C@@H](C)CO)C(=O)c2cc(NC(=O)CCC(F)(F)F)ccc2O1
→ -1, nt, 0.2, -3
- C[C@@H]1CCCCO[C@@H](CN(C)C(=O)Nc2ccc(C(F)(F)F)cc2)[C@@H](C)CN([C@H](C)CO)C(=O)c2cc(NC(=O)CCCCCC(=O)Nc3ccccc3N)ccc2O1
→ 7, 76, -0.7, -35
- Cc1noc(C)c1NC(=O)Nc1ccc2c(c1)C(=O)N([C@@H](C)CO)C[C@@H](C)[C@H](CN(C)Cc1ccc(C(=O)O)cc1)OCCCC[C@@H](C)O2
→ -1, 12, -0.2, 37
- COCC(=O)Nc1ccc2c(c1)[C@@H]1C[C@@H](CC(=O)NCc3cccnc3)O[C@H](CO)[C@@H]1O2
→ nt, -67, 2.2, 22
- C[C@@H]1CN([C@H](C)CO)S(=O)(=O)c2ccc(-c3cncnc3)cc2O[C@H]1CN(C)C(=O)C1CCCCC1
→ 0, nt, 0.1, -33
- COC(=O)C[C@@H]1CC[C@H]2[C@@H](COc3ccc(NC(=O)Cc4cccs4)cc3C(=O)N2C)O1
→ nt, -76, 0.9, nt
- CNC[C@H]1Oc2c(NC(=O)Nc3ccc4c(c3)OCO4)cccc2C(=O)N([C@H](C)CO)C[C@H]1C
→ 2, -29, 0.4, -4
- O=C(NCC[C@@H]1CC[C@@H](NS(=O)(=O)c2cccc(F)c2)[C@@H](CO)O1)Nc1cc(F)ccc1F
→ 12, 10, 1.0, -60
- O=C(NCC[C@H]1CC[C@H](NS(=O)(=O)Cc2ccccc2)[C@H](CO)O1)C1CC1
→ -1, nt, 1.4, 9
- C[C@@H]1CCCCO[C@H](CN(C)Cc2ccc(Cl)c(Cl)c2)[C@@H](C)CN([C@H](C)CO)C(=O)c2cc(NC(=O)C3CCCCC3)ccc2O1
→ 4, 92, -0.3, -22
- COc1ccc2c3c([nH]c2c1)[C@@H](CO)N(C(=O)C1CCOCC1)CC31CN(C(=O)NC(C)C)C1
→ -3, nt, 0.2, -28
- CC(C)NC(=O)N(C)C[C@H]1Oc2ccc(NC(=O)CCN3CCOCC3)cc2C(=O)N([C@H](C)CO)C[C@H]1C
→ 1, -7, 1.0, 20
- CCCN(C)C[C@H]1OCCCC[C@@H](C)Oc2ccc(NC(=O)Nc3ccccc3)cc2C(=O)N([C@H](C)CO)C[C@@H]1C
→ 2, 34, 1.0, nt
- COc1ccc(S(=O)(=O)Nc2ccc3c(c2)C(=O)N([C@@H](C)CO)C[C@H](C)[C@H](CN(C)S(=O)(=O)c2ccccc2)O3)cc1
→ -7, 1, -0.4, -37
- CCC(=O)N1CC2(C1)CN(C(=O)NC1CCCC1)[C@H](CO)c1c2c2ccc(OC)cc2n1C
→ -2, nt, 0.6, 5
- COc1ccc(S(=O)(=O)N[C@@H]2CC[C@@H](CC(=O)NCc3ccccc3F)O[C@@H]2CO)cc1
→ -2, 34, -0.7, 21
- CCCNC(=O)C[C@@H]1CC[C@H]2[C@@H](COc3ccc(NC(=O)NCC)cc3C(=O)N2C)O1
→ -8, 56, 0.8, 2
- COc1ccccc1S(=O)(=O)N1CC[C@@H]2[C@H]1c1cc(-c3ccc(C#N)cc3)ccc1N(C)[C@H]2CO
→ -1, 43, -13, 22
- CCCNC(=O)N1[C@@H](C#N)[C@H](c2ccc(C#Cc3cccc(F)c3)cc2)[C@@H]1CO
→ -11, ?, -1.7, -39
- O=C(NC1CCCCC1)N1[C@@H]2CNC[C@H]1C2c1ccc(-c2cccnc2)cc1 (some centres not stated)
→ -10&-1, nt, 0.2&15, 8&38
- C[C@H](CO)N1C[C@H](C)[C@@H](CN(C)Cc2ccncc2)Oc2ncc(C#CC3CCCCC3)cc2C1=O
→ nt, 80, 2.8, 45
- C[C@@H]1CN([C@@H](C)CO)C(=O)c2cccc(NS(C)(=O)=O)c2O[C@@H]1CN(C)Cc1ccncc1
→ 0, 75, -0.6, 19
- COc1cccc(S(=O)(=O)N2C[C@@H]3N[C@H](C2)C3c2ccc(/C=C/c3ccccc3)cc2)c1 (some centres not stated)
→ -94*!, nt, 5.3&-1.4, -67&-65
- COCC(=O)N1CC(=O)N2[C@H](CO)[C@H](c3ccc(C#CC(C)C)cc3)[C@@H]2C1
→ -1, nt, 1.1, 25
- C[C@@H]1CCCCO[C@H](CN(C)S(=O)(=O)c2ccccc2)[C@H](C)CN([C@@H](C)CO)C(=O)c2cc(NC(=O)c3ccccc3)ccc2O1
→ nt, 34, -0.8, -56
- O=C(c1ccncc1)N1CC2(C1)[C@H](c1ccccc1)[C@H](CO)N2CC1CCCC1
→ 10, nt, -2.0, 0
- CC(C)NC(=O)N(C)C[C@@H]1Oc2cc(C#CCN(C)C)ccc2S(=O)(=O)N([C@H](C)CO)C[C@H]1C
→ -1, -15, 2.6, -1
- COc1cccc(-c2cnc3c(c2)C(=O)N([C@H](C)CO)C[C@H](C)[C@H](CN(C)C(=O)Nc2ccccc2F)O3)c1
→ -6, 47, -1.1, 10
- O=C(C[C@@H]1C=C[C@@H](NC(=O)c2cccnc2)[C@@H](CO)O1)NCCN1CCCCC1
→ -4, -3, 1.1, 3
- C[C@H]1CCCCO[C@@H](CN(C)C(=O)Nc2ccc3c(c2)OCO3)[C@@H](C)CN([C@@H](C)CO)C(=O)c2cc(NC(=O)CCC(F)(F)F)ccc2O1
→ 3, 68, 1.2, -57
- CO[C@@H]1CN(C)C(=O)c2ccc(NC(=O)Nc3ccccc3F)cc2OC[C@H](C)N(C)C[C@H]1C
→ -4, 15, 0.4, -10
- C[C@@H]1CN([C@@H](C)CO)C(=O)c2cc(C#C[C@@H](C)O)cnc2O[C@@H]1CN(C)C(=O)Nc1ccc(C(F)(F)F)cc1
→ 7, nt, -0.2, 16
- CO[C@@H]1CN(C)C(=O)c2ccc(NS(=O)(=O)CC(F)(F)F)cc2OC[C@@H](C)N(C)C[C@H]1C
→ -2, nt, -0.8, 40
- O=C(Nc1ccccc1)N1CC(=O)N2[C@@H](CO)[C@@H](c3ccc(C#CC4CCCC4)cc3)[C@@H]2C1
→ 6, nt, 14, -24
- C[C@H](CO)N1C[C@H](C)[C@@H](CN(C)C(=O)c2ccccc2)OCc2ccccc2-c2ccccc2C1=O
→ nt, -8, 1.7, 50
- O=C(NCC[C@@H]1CC[C@@H](NS(=O)(=O)c2ccc(F)cc2)[C@H](CO)O1)Nc1ccc(F)cc1
→ 3, nt, -2.5, -14
- C[C@@H]1CN([C@@H](C)CO)S(=O)(=O)c2ccc(-c3cccc(F)c3)cc2O[C@H]1CN(C)C(=O)Nc1cc(F)ccc1F
→ 1, 115*, 8.1, -44
- COc1cccc(S(=O)(=O)Nc2ccc3c(c2)C(=O)N(C)[C@@H]2CC[C@@H](CC(=O)O)O[C@@H]2CO3)c1
→ -5, 2, -0.6, 7
- CCC(=O)NC[C@@H]1[C@@H](c2ccc(C3=CCCCC3)cc2)[C@@H](CO)N1C(=O)C1CC1
→ -5, nt, 1.3, -17
- COCC(=O)N(C)C[C@H]1Oc2cc(C#CCC(C)C)ccc2S(=O)(=O)N([C@@H](C)CO)C[C@@H]1C
→ -3, 57, 1.1, 6
- CCNC(=O)C[C@H]1CC[C@@H]2[C@@H](COc3ccc(NC(=O)Nc4ccc(F)cc4)cc3C(=O)N2C)O1
→ 7, 4, -0.9, 0
- C[C@H](CO)N1C[C@H](C)[C@@H](CN(C)Cc2ccc(C(=O)O)cc2)Oc2c(NS(=O)(=O)c3ccc(F)cc3)cccc2C1=O
→ nt, 85, 1.4, -4

Ordered by length of the SMILES (highest first): 3 of the compounds above.
Fields – C diff HTS, Tcruzi prolif, KDM4C inh, Pf Dd2 growth
- COc1cccc(S(=O)(=O)Nc2ccc3c(c2)C(=O)N(C)[C@@H]2CC[C@@H](CC(=O)O)O[C@@H]2CO3)c1
→ -5, 2, -0.6, 7
- O=C(NCC[C@@H]1CC[C@@H](NS(=O)(=O)c2cccc(F)c2)[C@@H](CO)O1)Nc1cc(F)ccc1F
→ 12, 10, 1.0, -60
- O=C(c1ccncc1)N1CC2(C1)[C@H](c1ccccc1)[C@H](CO)N2CC1CCCC1
→ 10, nt, -2.0, 0

The listing continues:
Fields – C diff HTS, Tcruzi prolif, KDM4C inh, Pf Dd2 growth
- COCC(=O)N(C)C[C@@H]1Oc2ncc(C#CCC3CCCC3)cc2C(=O)N([C@@H](C)CO)C[C@H]1C
→ -10, 71, -0.3, -35
- CN1CCN(C(=O)C[C@H]2CC[C@H](NS(=O)(=O)c3cccc(F)c3)[C@H](CO)O2)CC1
→ 0, 25, -1.1, 16
- N#C[C@H]1[C@H](c2ccc(C3=CCCC3)cc2)[C@@H](CO)N1C(=O)c1ccccn1
→ -3, 76, 1.4, 0
- COc1ccccc1-c1ccc([C@@H]2[C@H]3CN(C(=O)CN4CCOCC4)CCCCN3[C@H]2CO)cc1
→ -4, 14, -0.2, 15
- CC(=O)N1[C@@H]2Cn3c(ccc(-c4ccccc4)c3=O)[C@H]1[C@@H](C(=O)Nc1ccccc1)[C@@H]2CO
→ 11, 51, 0.7, nt
- Cc1ccccc1-c1ccc2c(c1)O[C@@H](CN(C)C(=O)c1ccccn1)[C@@H](C)CN([C@@H](C)CO)S2(=O)=O
→ 3, nt, -0.6, -14
- C[C@@H]1CN([C@@H](C)CO)C(=O)c2cc(NC(=O)CCN3CCOCC3)ccc2O[C@H]1CN(C)C
→ 0, nt, 0.5, -1
- CO[C@@H]1CC[C@@H]2CCOc3ccc(C#N)cc3C(=O)N(C)C[C@@H](c3ccccc3)CC(=O)N(C)C[C@H]1O2
→ -7, 24, -0.7, nt
- COc1ccc2c3c([nH]c2c1)[C@@H](CO)N(C(=O)Nc1ccc(F)cc1)CC31CN(S(C)(=O)=O)C1
→ -7, nt, -0.6, 4
- Cc1ccccc1CN(C)C[C@@H]1OCc2cn(nn2)CCCC(=O)N([C@H](C)CO)C[C@@H]1C
→ nt, -8, -0.4, -5
- O=C(NCC[C@@H]1CC[C@H](NC(=O)C2CCCCC2)[C@@H](CO)O1)Nc1ccc(Cl)cc1
→ nt, -18, 1.0, 26
- O=C(Nc1ccc(F)cc1)N1CCCCN2[C@H](CO)[C@H](c3ccc(-c4cccc(F)c4)cc3)[C@@H]2C1
→ -2, 118*, -3.4, -3
- CCC(=O)N(C)C[C@H]1Oc2cc(C#CC3CC3)ccc2S(=O)(=O)N([C@H](C)CO)C[C@H]1C
→ nt, -40, 1.8, 24
- CC(C)NC(=O)N[C@H]1CC[C@H](CCNC(=O)C2CCC2)O[C@H]1CO
→ 2, nt, 27*, 2
- C[C@@H]1CCCCO[C@@H](CN(C)C)[C@H](C)CN([C@@H](C)CO)C(=O)c2cc(N(C)C)ccc2O1
→ -2, nt, 5.3, nt
- C[C@@H]1CN([C@H](C)CO)C(=O)c2cccc(NC(=O)C3CC3)c2O[C@@H]1CN(C)Cc1ccc(-c2ccccc2)cc1
→ -8, 76, 2.0, -19
- C[C@H](CO)N1C[C@H](C)[C@@H](CN(C)CC2CCOCC2)Oc2ncc(-c3ccc(C#N)cc3)cc2C1=O
→ 1, 52, 0.3, 9
- O=C(NCCc1ccncc1)[C@@H]1[C@@H](CO)[C@@H]2Cn3c(cccc3=O)[C@H]1N2Cc1ccccc1F
→ 0, 49, -1.4, nt
- COc1cccc(NC(=O)N[C@@H]2CC[C@H](CC(=O)NCc3ccccn3)O[C@@H]2CO)c1
→ -3, -30, -1.5, 0
- CCS(=O)(=O)N1CCCCN2[C@H](CO)[C@@H](c3ccc(C#CC(C)(C)O)cc3)[C@H]2C1
→ 3, 92, 0.4, 10
- CCCNC(=O)N1CC2(CN(C(=O)c3cccnc3)C2)c2c([nH]c3cc(OC)ccc23)[C@@H]1CO
→ -12, nt, -0.4, -19
- O=C(C[C@@H]1C[C@H]2c3cc(NC(=O)C4CCC4)ccc3O[C@H]2[C@H](CO)O1)NCc1ccccc1F
→ 4, nt, 4.1, 21
- O=C(C[C@H]1CC[C@@H](NC(=O)Nc2ccc3c(c2)OCO3)[C@H](CO)O1)NCCCN1CCOCC1
→ -2, -36, 1.3, 4
- CC(=O)N1CCCCN2[C@H](CO)[C@@H](c3ccc(C#Cc4ccccc4F)cc3)[C@H]2C1
→ -6, 103*, 1.3, -24

Screening data as filed in PubChem.
